HCT116 PTEN-null – growth suppression of PTEN-null HCT116, primary screen, cell-based, CellTiter-Glo; HCT116 PTEN-null viability, 60 h; hits give low values; AID 827, 2007; viability, % at 10 µM; hit rate 1.2% among 140,000;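 active means viability at or below a set limit, 4 SD under the median of all tested compounds, cut at about 3.7% in these data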;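 further: PTEN knockout HCT116 line with beta catenin targeted HCT116 as companion control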
NPY Y2 blocker – NPY-Y2 receptor antagonists, primary screen, cell-based | Neuropeptide Y receptor type 2 (Homo sapiens), P49146 | NPY-Y2 expressing cells, antagonist mode | inhibition, % at 2.7 µM | hit rate 0.99% among 140,000; in the data active means inhibition above about 17%;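 further: 0% = vehicle with agonist challenge and 100% = reference antagonist with challenge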
Target sequence (P49146 whole entry, looked up): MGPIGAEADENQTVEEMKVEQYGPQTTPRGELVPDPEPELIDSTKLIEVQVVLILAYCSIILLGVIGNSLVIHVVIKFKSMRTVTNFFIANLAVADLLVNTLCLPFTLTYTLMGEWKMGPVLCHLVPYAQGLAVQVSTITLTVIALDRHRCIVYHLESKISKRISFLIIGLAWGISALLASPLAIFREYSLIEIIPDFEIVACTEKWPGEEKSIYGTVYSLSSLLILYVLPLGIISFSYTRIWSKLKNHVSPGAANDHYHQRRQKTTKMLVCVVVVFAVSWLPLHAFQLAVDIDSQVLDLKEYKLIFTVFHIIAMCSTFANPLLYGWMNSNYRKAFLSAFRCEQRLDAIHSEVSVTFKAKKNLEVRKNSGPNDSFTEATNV
Yeast growth inh – growth inhibitors of yeast BB579 in restrictive medium, primary screen, yeast lifespan-shortening project, S. cerevisiae; hit rate 0.51% among 140,000; OD615, 48 h; inhibition, % at 10 µM;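 active means inhibition above a set limit, 3 SD over the mean compound inhibition, cut at about 44% in these data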; further: inactives centre near -24
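Test system: S. cerevisiae DeaD strain BB579 yeast; Medium: restrictive CSMM-D medium; Compound: one dose, 10 µM compound with 0.25% DMSO; Incubation: 4 h cell preincubation, 48 h compound exposure, 30 °C humidified; Signal: OD at 615 nm; Benchmarks: amphotericin B at 10 µg/mL as positive control.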
Measles CPE – compounds protecting cells from measles virus cytopathic effect, primary screen, measles RdRp inhibitor project, single point, MLSMR library, absorbance | Measles virus-infected cells, CPE protection | hit rate 1.5% among 140,000 | protection (pct of control), % at 4 µM; in the data active means protection mostly above about 24%, no sharp cut-off; inactive means mostly below about 26%; further: some compounds called inactive have numbers as strong as hits
GALR2 blocker – GALR2 antagonists in receptor-expressing cells, primary screen; hit rate 0.39% among 140,000; antagonist mode; Galanin receptor type 2 (Homo sapiens), O43603; inhibition, % at 4 µM; in the data active means inhibition above about 27%;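 further: cells stimulated with galanin 1-16 at roughly its EC80; 0% = agonist challenge control and 100% = basal control without agonist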
Target sequence (O43603 whole entry, looked up): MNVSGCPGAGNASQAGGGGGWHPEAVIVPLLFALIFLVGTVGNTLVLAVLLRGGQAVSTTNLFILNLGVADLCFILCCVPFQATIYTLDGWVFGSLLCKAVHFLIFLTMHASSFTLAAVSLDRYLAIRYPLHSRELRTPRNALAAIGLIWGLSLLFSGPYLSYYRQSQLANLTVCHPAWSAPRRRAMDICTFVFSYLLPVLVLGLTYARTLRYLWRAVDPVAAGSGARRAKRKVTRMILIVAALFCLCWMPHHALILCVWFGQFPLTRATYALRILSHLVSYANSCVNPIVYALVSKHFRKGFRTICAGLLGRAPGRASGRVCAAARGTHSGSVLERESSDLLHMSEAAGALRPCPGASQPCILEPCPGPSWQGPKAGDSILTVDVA
HCT116 bCat-KO – primary screen for growth suppressors in beta-catenin knockout HCT116 cells (colon tumor, human); HCT116 beta-catenin knockout viability, CellTiter-Glo, 60 h; hits give low values; viability, % at 10 µM; AID 818, 2007; hit rate 1.5% among 140,000;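 active means viability at or under a set limit, the compound median less 4 SD, cut at about 6% in these data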;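 further: 0% = Hyamine 1622 control at 20 µM and 100% = untreated cell control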
Yeast lifespan up – compounds extending yeast replicative lifespan, primary screen, S. cerevisiae, OD615; S. cerevisiae growth with nicotinamide; deaD strain in restrictive glucose medium; inhibition of the nicotinamide effect, % at 10 µM; hit rate 0.68% among 130,000; AID 775, 2007;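 active means inhibition above a set limit, placed 3 SD over the median of all compounds, cut at about 26% in these data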;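 further: 0% = nicotinamide-treated wells and 100% = cells grown without nicotinamide; some compounds called inactive have numbers as strong as hits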
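Test system – modified budding yeast, DeaD strain · Compound – single dose 10 µM compound, 0.25% DMSO · Times – culture preincubation 4 h, compound exposure 48 h, both 30 °C · Detection – optical density (absorbance) at 615 nm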
E-sel TNF inh – E-selectin induction blockers in HUVEC – imaging, immunofluorescence, high content, primary screen; hit rate 0.71% among 120,000; HUVEC TNFa-induced E-selectin immunofluorescence; inhibition, % at 2 µM;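 active means inhibition above the batch mean plus 3 SD, and confirmed as a hit on visual image review, cut at about 43% in these data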;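 further: 0% = TNF-stimulated DMSO wells and 100% = unstimulated control wells; not every result past the cut was called active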
MRP-1 activ – H69AR viability gain despite doxorubicin, primary screen, MRP-1 activator project, H69AR cells, CellTiter-Glo | viability rescue | viability increase, % at 10 µM | hit rate 0.61% among 140,000;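 active means viability gain under doxorubicin at or above a set limit, the compound median plus 3 SD, cut at about 4.7% in these data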;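 further: MRP-1 overexpressing cells given doxorubicin 25 µM after compound pretreatment; 18-22 h compound pretreatment then 72 h with doxorubicin before readout; 0% = doxorubicin-only wells and 100% = vehicle-treated cells without doxorubicin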
Phagocyt inh – inhibitors of macrophage phagocytosis, primary screen, imaging, J774A.1 cells, IgG beads; inhibition, % at 5 µM; hit rate 0.07% among 110,000; J774A.1 macrophage IgG-bead phagocytosis; AID 1029, 2008;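 active means inhibition above the mean of the plate negative controls plus 5 SD, cut at about 13% in these data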;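 further: phagocytic index as fraction of beads internalized from green versus red external bead signal; plate controls were DMSO negative control for no effect and cytochalasin-D positive control for full effect; some results beyond the cut were filed as inactive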
* marks the source's active call; other numbers are inactive results; · = not tested or not shown.

The line under a structure holds: Phagocyt inh	Yeast lifespan up	E-sel TNF inh	GALR2 blocker	MRP-1 activ	HCT116 bCat-KO	HCT116 PTEN-null	NPY Y2 blocker	Measles CPE	Yeast growth inh
> CCC[N+](CC#Cc1ccccc1)(CCC)CC(=O)c1ccc(Cl)cc1
→ -8.1	1.2	·	-3.4	-2.2	74.1	67.9	19.1*	5.9	6.3
> O=C(Cc1nc2ccccc2[nH]1)NCc1ccco1
→ -0.5	-1.0	·	-2.2	-3.0	99.7	97.8	2.4	17.2	-14.6
> CN(C)C(=O)N1CCN(C(=O)N2CCOCC2)CC1
→ ·	·	-4.1	-1.1	-1.2	87.0	95.5	0.6	8.0	-25.9
> COc1ccc(Cl)cc1N1C(=O)CC(N2CCc3ccccc32)C1=O (centres undefined)
→ -0.5	-9.5	14.2	-8.0	-1.0	95.7	105.3	3.0	33.8	-35.7
> COC(=O)C1CCN(C(=O)COc2cc3sc(C)nc3c3sccc23)CC1
→ -0.4	-15.8	·	-6.9	-1.9	81.2	89.1	5.2	17.2	-67.8
> O=C(CCCN1C(=O)/C(=C/c2ccccc2Cl)SC1=S)NNC(=O)c1ccccc1
→ -8.7	2.6	·	3.0	-2.3	56.8	50.4	13.5	24.7	-34.2
> O=C(COc1ccccc1)Nc1ccc(Cl)c(-c2nc3ncccc3o2)c1
→ ·	·	-7.3	2.0	-0.3	91.9	90.8	-1.0	19.0	3.4
> O=C(NCN1CCN(CCO)CC1)c1cnccn1
→ -2.0	-10.8	-18.8	-12.1	0.2	94.5	110.3	-1.0	3.6	-14.2
> O=C(CCCn1ncn2c(cc3occc32)c1=O)N1CCc2ccccc2C1
→ ·	-5.0	-23.7	17.8	-3.6	99.1	95.3	3.0	12.9	-25.2
> Cc1ccc(S(=O)(=O)N2CCC(=O)N(C(COCc3cccc(C)c3)Cc3ccccc3)CC2)cc1 (centres undefined)
→ ·	19.7	9.2	-2.0	-3.2	78.2	88.0	0.7	9.3	-12.9
> CCOC(=O)c1ccc(NC(=O)CC2Sc3ncnn3C2=O)cc1 (centres undefined)
→ -0.6	-16.1	11.2	3.8	0.0	105.1	94.8	4.0	10.8	-33.9
> O=C(Nc1cccc(O)c1)c1ccc(Br)c(S(=O)(=O)N2CCCCC2)c1
→ -0.4	2.9	·	25.8	-0.2	98.1	107.0	2.2	10.6	-81.7
> Cc1cc(C)c2nc(C(F)(F)F)nc(N3CCN(C(=O)c4ccco4)CC3)c2c1
→ -0.5	-5.9	-16.5	2.4	-3.1	71.9	71.3	8.2	16.5	-32.0
> COc1ccc(CCNC(=O)c2nnn(-c3ccccc3OC)c2N)cc1OC
→ ·	-9.6	-19.0	8.1	-1.7	104.2	93.6	0.8	3.7	-24.7
> O=C(NCCc1ccc(Cl)cc1)C1CCN(c2cnccn2)CC1
→ -1.0	-5.9	·	-13.4	1.7	95.5	98.7	4.2	5.8	-38.8
> O=C(NCc1cccnc1)/C(=C/c1ccc(-c2cccc(Cl)c2)o1)S(=O)(=O)c1ccccc1
→ -3.5	5.0	-8.5	19.5	-2.5	1.8*	1.6*	5.8	2.6	-61.6
> Cc1nc2c(-c3ccc(F)cc3)c(C)nn2c(C)c1CCC(=O)N1CCN(c2ccccc2)CC1
→ -0.4	-11.0	6.1	-7.1	-2.6	87.0	79.2	6.7	21.1	16.4
> COc1ccc(OC)c(C(c2nnnn2CC2CCCO2)N2CCN(C3CCCC3)CC2)c1 (centres undefined)
→ -3.0	-5.4	·	13.1	-1.2	91.4	104.5	-0.9	4.7	-1.6
> CCCCN(C(=O)CSc1nnc(-c2ccc(OC)cc2)n1C(C)C)c1c(N)n(Cc2ccccc2)c(=O)[nH]c1=O
→ -8.4	1.7	-3.1	-1.8	0.9	85.4	88.5	1.8	8.0	-24.9
> COc1ccc(S(=O)(=O)n2ccc(C)n2)cc1C
→ ·	1.5	3.9	-10.5	0.1	106.2	100.8	-0.1	12.8	-53.7
> COc1cc(CNc2ccc(CNc3ncn[nH]3)cc2)ccc1OCc1ccccc1
→ -0.2	-2.5	-31.9	-7.3	1.0	37.9	57.4	0.5	10.1	-7.4
> Nc1nc(SCC(=O)Nc2ccccc2Sc2ccc(Cl)cc2)n[nH]1
→ ·	-11.3	-10.8	1.9	0.0	83.8	73.2	0.6	5.1	-67.7
> COC(=O)C1=C2SC(C)C(=O)N2C(N)=C(C#N)C1c1cc(OC)c(OC)c(OC)c1 (centres undefined)
→ 0.0	-31.6	22.8	5.2	-1.5	88.6	98.8	2.0	9.2	-27.1
> COC(=O)COc1ccccc1/C=C1/NC(=O)NC1=O
→ -2.7	1.7	-6.9	-5.5	-2.3	93.2	107.4	2.4	25.0	-30.4
> CC(=O)N1CCN(CC(=O)Nc2ccc(SC(F)F)cc2)CC1
→ -3.2	1.5	8.2	10.2	1.8	94.6	99.2	0.2	2.0	-4.6
> CCOC(=O)C(NCc1ccccc1)(NC(=O)c1ccccc1)C(F)(F)F (centres undefined)
→ -0.3	-4.2	9.6	2.2	-0.2	99.1	93.2	5.2	5.1	-61.5
> COc1ccc(-c2nnc(NC(=O)CSc3ccc(Cl)cc3)s2)cc1OC
→ 0.3	0.0	·	-4.8	-5.5	83.1	89.2	4.3	6.0	-14.9
> O=S(=O)(c1cccc(-c2nnc(-c3cccnc3)o2)c1)N1CCCCC1
→ ·	·	·	-13.6	-3.2	93.8	98.4	5.4	1.2	-22.9
> O=S(=O)(c1ccc(Cl)s1)N1CCN(C/C=C/c2ccccc2)CC1
→ -0.4	-6.6	·	-1.4	0.0	74.6	78.8	-0.9	0.0	-34.2
> CCOc1ccccc1NC(=O)c1ccc(S(=O)(=O)N2CCOCC2)cc1
→ -3.0	-5.3	-34.5	6.8	-0.7	95.0	106.9	2.2	6.0	-57.9
> O=C(O)COc1ccc(/C=N/NC(=O)C2CCCN2S(=O)(=O)c2ccc(Cl)cc2)cc1 (centres undefined)
→ 0.5	-3.3	-2.5	-3.6	-0.5	99.5	100.1	5.4	6.5	-40.6
> O=Cc1c[nH]c2ccc(S(=O)(=O)N3CCOCC3)cc12
→ -2.3	6.3	-6.9	12.8	0.6	100.0	95.7	0.2	12.6	-41.9
> COc1ccc(C=O)cc1COc1ccccc1F
→ ·	2.5	-11.4	1.9	-2.8	22.8	21.6	3.3	8.7	-9.9
> COC1CCCCC1NS(=O)(=O)c1ccc(Cl)cc1 (centres undefined)
→ -0.1	-4.4	·	-19.2	-2.4	83.5	96.6	3.9	8.7	6.2
> CCc1nnc(NC(=O)CSc2nnc(-c3ccoc3C)n2-c2cccc(C)c2)s1
→ -0.3	-9.8	-8.0	14.3	1.1	92.8	101.0	6.5	17.0	32.1
> Nc1nc2ccc(C(=O)Nc3ccccc3)cc2s1
→ -0.5	-12.5	16.4	14.6	-2.3	93.2	78.5	-3.0	9.4	-0.9
> COC(=O)c1cc2c(cc1NC(=O)CSCCc1ccccn1)OCO2
→ 0.2	-2.8	-31.9	0.5	-1.1	88.0	92.8	7.1	16.9	-26.5
> Cc1ccc(S(=O)(=O)NC(=O)NCc2ccc(Cl)cc2)cc1
→ -0.2	-3.8	-5.9	-4.8	3.9	95.7	104.9	5.5	3.8	3.0
> CCOC(=O)C1CCN(c2ncnc3c2cnn3-c2ccccc2)CC1
→ 0.1	-13.9	-5.8	1.8	0.1	100.5	102.8	5.2	4.2	-33.5
> CCCC(c1nnnn1C1CCCC1)N1CCN(C(=O)c2ccco2)CC1 (centres undefined)
→ -3.7	-13.9	-60.5	1.0	-2.2	86.5	81.5	5.5	9.2	-54.9
> c1cnc(-c2nnc3n2CCCCC3)cn1
→ -0.7	-3.7	·	-1.3	-1.9	94.0	97.1	1.1	12.4	-13.3
> COc1cccc(NCc2ccc([N+](=O)[O-])s2)c1
→ -1.8	5.5	·	1.3	-5.2	86.2	81.9	-1.3	48.3*	-23.5
> Cc1nc2c(C(=O)NCCC(C)C)c[nH]n2c(=O)c1Cc1ccccc1F
→ -0.8	-23.5	-34.3	2.7	-6.2	91.0	75.6	1.5	5.9	-29.0
> CCOC(=O)CSc1nnc(CNC(=O)c2ccc(OC)cc2OC)n1C
→ -0.9	-5.6	31.3	-11.2	-0.5	100.7	97.7	-1.1	33.2	-27.8
> COc1ccc(C)cc1S(=O)(=O)N(CC(=O)N1CCOCC1)Cc1ccccc1
→ 4.0	-4.9	-5.0	1.2	-1.9	93.6	98.0	-2.1	10.7	-21.7
> COc1ccc(-c2nnc(SCC#CCO)o2)cc1OC
→ 0.0	-2.2	16.5	3.3	-0.6	96.6	111.3	2.4	7.8	-42.1
> CCOC(=O)/C=c1\s/c(=C\c2ccc(C)cc2)c(=O)n1CC(=O)NCc1ccco1
→ -2.7	3.7	4.3	2.8	-1.8	111.5	98.5	0.2	7.8	0.0
> O=c1c2sc3nc(N4CCOCC4)c4c(c3c2nnn1Cc1ccccc1)CCCC4
→ ·	-7.4	·	0.2	0.1	70.8	80.0	0.9	15.1	-38.3

Given field by field: part of the list above
O=C(O)COc1ccc(/C=N/NC(=O)C2CCCN2S(=O)(=O)c2ccc(Cl)cc2)cc1 (centres undefined)
  Phagocyt inh = 0.5
  Yeast lifespan up = -3.3
  E-sel TNF inh = -2.5
  GALR2 blocker = -3.6
  MRP-1 activ = -0.5
  HCT116 bCat-KO = 99.5
  HCT116 PTEN-null = 100.1
  NPY Y2 blocker = 5.4
  Measles CPE = 6.5
  Yeast growth inh = -40.6
O=Cc1c[nH]c2ccc(S(=O)(=O)N3CCOCC3)cc12
  Phagocyt inh = -2.3
  Yeast lifespan up = 6.3
  E-sel TNF inh = -6.9
  GALR2 blocker = 12.8
  MRP-1 activ = 0.6
  HCT116 bCat-KO = 100.0
  HCT116 PTEN-null = 95.7
  NPY Y2 blocker = 0.2
  Measles CPE = 12.6
  Yeast growth inh = -41.9

Screens (PubChem BioAssay)
